mouse EphA4 binding: inhibitors of EphA4 binding to KYL peptide, primary screen, biochemical, colorimetric, mouse EphA4 (AID 689); inhibition, % at 10 µM, or IC50 in µM where a hit was titrated; hit rate 0.1% among 62,000; EphA4-AP binding to KYL peptide, pNPP A405; higher % means a stronger effect; in the data active means a potency from the dose series; inactive means the rest, 99 in 100 with inhibition below about 22%
* = called active by the depositor; & = joins results of further samples.

SMILES | mouse EphA4 binding
COc1cc2c(cc1OC)C(C(=O)NCc1ccco1)C1c3ccccc3CCN1C2=O (stereo not given) | -7.3%
CCCCOP(=O)(c1ccc(N(C)C)cc1)C(O)c1ccncc1 (stereo not given) | 1.5%
Cc1cc(Nc2nc3ccccc3nc2Cl)n(-c2ccc([N+](=O)[O-])cc2)n1 | -6.1%
Cc1ccc(C)c(C2=CSC3=NS(=O)(=O)CCN23)c1 | 0.5%
CC(C)COP(=O)(c1ccc(N(C)C)cc1)C(O)c1ccccc1F (stereo not given) | -16.7%
COc1ccc(Cl)cc1C(=O)N1CCN(c2ccccn2)CC1 | -11.3%
COc1ccc2c(c1)c1nc(SCC(C)C)n(CCO)c(=O)c1n2C | 2.5%
CCCC(=O)Nc1nc(C)c(-c2csc(Nc3ccccc3OC)n2)s1 | 2.7%
Cc1cc(C)n(-c2nc3c(c(=O)[nH]c(=O)n3C)n2C(C)C)n1 | 3.8%
Cc1cccc(NS(=O)(=O)c2cccc3nsnc23)c1 | -8.3%
CC1=C(C)CC(C(=O)NCCc2ccc(S(N)(=O)=O)cc2)C(C(=O)O)C1 (stereo not given) | -8.5%
c1ccc2nc3c(nc2c1)[nH]c1ccccc13 | -9.0%
COC(=O)CSc1snnc1-c1ccc(Cl)c(Cl)c1 | 1.1%
CCOC(=O)CSc1nc(N)c(C#N)c(-c2ccc(OCC)cc2)c1C#N | -0.3%
COc1ccc(CCN(C)C(=O)CN2C(=O)c3ccccc3S2(=O)=O)cc1OC | -12.1%
CCn1nc(C)c(NC(=O)c2cc(Br)ccc2Cl)c1C | -3.0%
CCOC(=O)N1CCN(C(=O)c2ccc(CNS(=O)(=O)c3ccc(OC)cc3)cc2)CC1 | -8.3%
CCOc1ccc(NC(=O)COc2nsnc2N2CCCCC2)cc1 | -4.1%
CC(=O)c1ccc(NC(=S)NC(NC(=O)c2ccco2)C(Cl)(Cl)Cl)cc1 (stereo not given) | -4.6%
Cc1cc(/C=C2\C(=O)NC(=S)N(c3ccccc3F)C2=O)c(C)n1-c1cccc([N+](=O)[O-])c1 | 2.6%
CC1N/C(=C\C(=O)c2ccccc2)N(O)C1(C)C (stereo not given) | -3.1%
Cc1nn(CCOc2ccccc2)c(=O)n1-c1ccc(F)cc1 | -1.6%
CCOC(=O)C(CCOc1cc(C)c(Cl)c(C)c1)C(=O)OCC | -1.9%
Cc1ccccc1NC1=C(C(=O)c2ccccc2)N(C)S(=O)(=O)c2ccccc21 | 13.5%
CCCCN(C)C(=O)CCCCn1c(=O)[nH]c2cc(OCC)c(OCC)cc2c1=O | 0.9%
Cc1ccc2c(c1)c1c3n2CCCNC3CCC1 (stereo not given) | 0.0%
COc1cc2cc(CN(CCN3CCCC3)C(=O)Nc3ccccc3Cl)c(=O)[nH]c2cc1OC | 3.2%
C=CCn1c(N)c(C(=O)Nc2cccc(C)c2)c2nc3ccccc3nc21 | -2.3%
COc1cc(C)c(C#N)c(OC)n1 | -5.5%
Cc1nc2ncnn2c(N2CCCC(C(=O)Nc3ccc4c(c3)CCC4)C2)c1C (stereo not given) | 7.7%
CCc1nnc(NCC(=O)N2CCc3ccccc32)s1 | 10.7%
COc1cc(C(Nc2ccccn2)c2ccc3ccc(C)nc3c2O)cc(OC)c1O (stereo not given) | 2.02µM*
CC(=O)c1c(C)[nH]c(C(=O)NCCN2CCC(C)CC2)c1C | -3.9%
COc1ccc2c3c(cccc13)N(C)N=C2C | -0.1%
Cc1cc(C)n(-c2ccc(C(=O)Nc3ccc4c(c3)OCO4)cc2)n1 | 2.3%
Cc1ccc(OCC(=O)NNC(=O)c2cc3ccccc3o2)cc1 | -7.5%
Cc1cccc(NC(=O)C2CCCN2C(=O)Oc2ccccc2)c1 (stereo not given) | -4.8%
O=C(COc1ccccc1)Nc1cccc(-c2nnc(-c3ccccc3)o2)c1 | -2.0%
Cc1cc(C)n(-c2nc(SCCN(C)C)c3c4c(sc3n2)COC(C)(C)C4)n1 | 1.8%
CC1(C)Cc2c(c(N3CCOCC3)nc3snc(NC(=O)c4ccccc4)c23)CO1 | -11.0%
CCCN(C(=S)Nc1ccccc1)C1CCS(=O)(=O)C1 (stereo not given) | -9.9%
CC1CC(NC(=O)C2(C)CC2(Cl)Cl)CC(C)(C)C1 (stereo not given) | -12.8%
Cc1ccc(N2C(=O)CC(n3ccnc3)C2=O)cc1C (stereo not given) | -5.3%
CCCS(=O)(=O)c1c(S(=O)(=O)CCC)c2cc(CC)ccn2c1C(=O)OC | -8.0%
O=C(Nc1cccc(C(F)(F)F)c1)C1CCCN(S(=O)(=O)c2cnc[nH]2)C1 (stereo not given) | -7.2%
C=CCn1c(SCc2c(C(=O)OC)sc(N)c2C(=O)OC)nnc1-c1ccc(Br)cc1 | 4.4%
C/C(=C\C(=O)c1ccc(Cl)cc1)NCc1ccc2c(c1)OCO2 | -6.1%
CC(=O)c1cnc(Nc2nc(C)c3cccc(C)c3n2)nc1C | -11.0%
CC(C)(C)C(=O)COc1ccc2ccc(=O)oc2c1 | 6.6%
Cc1nc(NCc2ccco2)c(C#N)c2c1COC(C)(C)C2 | -7.2%
Later entries:
SMILES | mouse EphA4 binding
CCOC(=O)N1CCC(NS(=O)(=O)c2ccc3c(c2)C(C)(C)C(=O)N3C)CC1 | -9.9%
CCC(CC)C(=O)Nc1c2cnn(-c3ccccc3)c2nc(=O)n1-c1ccccc1 | -10.9%
CC[C@@H](C)[C@H](NS(=O)(=O)c1ccc(C)cc1)C(=O)N1CCC(C(=O)NCC(=O)O)CC1 | -16.7%
COc1ccccc1CNc1nc2nc3c(c(=O)n2[nH]1)CCC3 | 6.2%
COc1ccc2nc(NC(=O)CCN3C(=O)c4ccccc4C3=O)sc2c1 | -23.6%
Cc1ccc2[nH]c3c(c2c1)CCCC3NC(N)=O (stereo not given) | -1.4%
Cc1ccc(SCc2ccc(C(=O)Nc3cccc([N+](=O)[O-])c3C)cc2)cc1 | -4.8%
CCOc1ccc(/C=N/NC(=O)COc2ccccc2-c2ccccc2)cc1 | -17.8%
Cc1cc2c(c(=O)o1)C(Cc1ccccc1)C(C#N)=C(N)O2 (stereo not given) | 8.9%
O=C(Cn1cc(C(=O)c2cccs2)c2ccccc21)NCc1ccc2c(c1)OCO2 | 1.7%
COc1ccccc1-c1cc(C(F)(F)F)nc(S(=O)(=O)CCCC(=O)N2CCCCC2C)n1 (stereo not given) | -6.6%
CCCc1cc(C(=O)Nc2cc(OC)c(Cl)cc2OC)no1 | 6.4%
O=C(CC1Sc2ccccc2NC1=O)OC(C(=O)NCCc1ccccc1)c1cccnc1 (stereo not given) | -15.1%
Clc1ccc(CSc2nnc([C@@H]3CCCN3)o2)cc1 | -18.1%
CCc1ccc(C(=O)/C=C/c2ccc([N+](=O)[O-])o2)cc1 | -0.2%
COC(=O)C(CCSC)NC(=O)c1cccc([N+](=O)[O-])c1 (stereo not given) | -6.0%
O=C(NC(=S)Nc1ccc2oc(-c3ccc(I)cc3)nc2c1)c1ccccc1Cl | -2.4%
CCOC(=O)C(=CNc1cc(Cl)c(-c2ccco2)c(Cl)c1)C(=O)OCC | -2.9%
Cc1ccc(N(C(=O)c2csnn2)C(C(=O)NC(C)(C)C)c2ccncc2)cc1 (stereo not given) | -8.8%
CCOc1ccc(N(CC(=O)NC2CCCCCC2)S(=O)(=O)c2c(C)noc2C)cc1 | -1.3%
COc1ccc(/C=C2/C(=O)NN(c3cccc(Cl)c3)C2=O)cc1OC | 5.4%
COc1cc(C(=O)NCCOc2ccccc2C)cc(OC)c1OC | -4.1%
O=C(NCCCO)c1ccc2[nH]c3ccccc3c2c1 | -5.2%
Cc1cc(NC(=O)COC(=O)c2cc3c(s2)CCC(C)C3)no1 (stereo not given) | -11.7%
Cc1cccc(N2CCN(C(c3ccccc3)c3nnnn3CC3CCCO3)CC2)c1C (stereo not given) | -4.7%
O=P(O)(Oc1cccc(Cl)c1)Oc1cccc(Cl)c1 | 1.6%
COc1ccc(OC)c(NC(=O)C(=O)NCc2ccncc2)c1 | -3.6%
Cc1sc2ncnc(NCc3cccs3)c2c1C | -8.9%
c1cncc(-c2cccnc2)c1 | -15.2%
COc1ccc(N(CC(=O)Nc2cccc(C(C)=O)c2)S(C)(=O)=O)cc1OC | -6.4%
O=c1[nH]c(Nc2ccccc2)cc2ccccc12 | -2.4%
COc1cc(C=C2C(=O)NC(=S)NC2=O)ccc1OCCC(C)C | 14.0%
O=C(Nc1cccc2ccccc12)c1cccc(I)c1 | 3.7%
COc1ccc(CN2CCC(C(=O)NCCc3ccc(OC)c(OC)c3)CC2)c(OC)c1 | -5.0%
Cc1nc2ccccc2c(=O)n1/N=C/c1ccccc1 | -1.3%
O=C(COc1ccc(Cl)cc1Cl)Nc1ccc(Cl)cn1 | -7.1%&-7.0%
CCOC(=O)c1nc(Nc2ccc(C(=O)O)cc2)c2ccccc2n1 | 1.2%
O=C(Nc1ccc(F)cc1)NC1(C(=O)NCc2cccs2)CCCCC1 | -4.5%
Cn1nnnc1SCc1ccc(C(=O)Nc2ccccc2F)cc1 | -30.1%
CCCCOc1ccc(-c2ncc(C(=O)O)c(C)n2)cc1 | -4.6%
c1ccc(OCCn2c(-c3ccco3)nc3ccccc32)cc1 | -6.5%
N#Cc1ccc(CSc2nnc(-c3cccnc3)n2-c2ccccc2)cc1 | -21.9%
N#Cc1nc(-c2cccc3ccccc23)oc1N1CCCCC1 | -12.5%
N#Cc1ccsc1NC(=O)c1ccccn1 | -8.5%
NC(=O)c1c(NC(=O)c2ccco2)sc2c1CCC2 | 3.7%
CCOC(=O)CCCNC(=O)c1cncc(Br)c1 | -11.8%
Cc1nn(Cc2c(Cl)cccc2Cl)c(C)c1NC(=O)c1cn(-c2ccccc2)nc1-c1ccccc1 | -1.7%
CN(C)CCCNC(=O)c1c(Cl)cccc1Cl | 34.5%
O=C1OC(Nc2nccs2)c2ccccc21 (stereo not given) | -16.1%
COc1ccc(OCc2nnc3n2N=C(c2ccc(Br)cc2)CS3)cc1 | -14.3%
Next section.
SMILES | mouse EphA4 binding
COCC(=O)N(Cc1ccco1)c1nnc(C2CCOC2)s1 (stereo not given) | -0.8%
CCCn1nc(NS(=O)(=O)c2ccccc2)c2cc3ccccc3nc21 | -10.6%
CCOC(=O)c1cc(CC)sc1NC(=O)c1ccc(N2CCOCC2)c([N+](=O)[O-])c1 | -11.6%
COc1ccc(CCNCc2csc3nc4ccccc4n23)cc1OC | -9.4%
Fc1ccccc1COc1ccc(Br)cc1CNCc1ccncc1 | -5.4%
Cc1ccc(C(=O)NCc2ccccn2)c(Cl)c1 | -11.4%
Cc1ccc(N(c2ncnc(N)c2[N+](=O)[O-])C2CCCCC2)cc1 | -11.5%
CCn1nnnc1-c1ccc(OC)c(S(=O)(=O)Nc2ccc(Cl)cc2)c1 | -2.3%
Cc1ccnc(NCn2nnc3ccccc32)c1 | -4.6%
CCN(CC(=O)Nc1ccccc1OC)C(=O)Cn1cnc2ccccc2c1=O | -12.0%
NC(=O)C1(N2CCCCC2)CCN(c2nc(-c3ccc(Br)cc3)cs2)CC1 | -1.0%
Cc1ccc(C(=O)N/C(=C\c2ccc(Cl)cc2)C(=O)NCC(C)C)cc1 | 3.2%
Cc1ccoc1C(=O)Nc1ccc2ccccc2c1 | 12.8%
CCOC(=O)C1[C@H]2C(=O)N(C(C)c3ccc(OC)cc3)C[C@]23C=C[C@H]1O3 (stereo not given in full) | -10.1%
COc1ccc(NC(=O)N(C2CCCCC2)C(C)c2cccnc2)c(OC)c1 (stereo not given) | -6.0%
CCOC(=O)COc1ccc2cc(-c3nc4ccccc4o3)c(=O)oc2c1 | -4.6%
O=C(COC(=O)c1ccco1)Nc1nc2ccccc2s1 | -4.4%
C[C@H](NC(=O)OC(C)(C)C)c1nnc(SCC(N)=O)o1 | -8.5%
O=C(CNS(=O)(=O)c1ccccc1Br)OCC(=O)N1CCc2ccccc21 | 7.3%
CCOC(=O)c1ccc(N2C(=O)c3n[nH]c(C)c3C2c2ccccn2)cc1 (stereo not given) | -1.6%

Taken from the results shown, 16 compounds:
SMILES | mouse EphA4 binding
Cc1ccc(OCC(=O)NNC(=O)c2cc3ccccc3o2)cc1 | -7.5%
Cc1cccc(NC(=O)C2CCCN2C(=O)Oc2ccccc2)c1 (stereo not given) | -4.8%
O=C(COc1ccccc1)Nc1cccc(-c2nnc(-c3ccccc3)o2)c1 | -2.0%
Cc1cc(C)n(-c2nc(SCCN(C)C)c3c4c(sc3n2)COC(C)(C)C4)n1 | 1.8%
CC1(C)Cc2c(c(N3CCOCC3)nc3snc(NC(=O)c4ccccc4)c23)CO1 | -11.0%
CCCN(C(=S)Nc1ccccc1)C1CCS(=O)(=O)C1 (stereo not given) | -9.9%
CC1CC(NC(=O)C2(C)CC2(Cl)Cl)CC(C)(C)C1 (stereo not given) | -12.8%
Cc1ccc(N2C(=O)CC(n3ccnc3)C2=O)cc1C (stereo not given) | -5.3%
CCCS(=O)(=O)c1c(S(=O)(=O)CCC)c2cc(CC)ccn2c1C(=O)OC | -8.0%
O=C(Nc1cccc(C(F)(F)F)c1)C1CCCN(S(=O)(=O)c2cnc[nH]2)C1 (stereo not given) | -7.2%
C=CCn1c(SCc2c(C(=O)OC)sc(N)c2C(=O)OC)nnc1-c1ccc(Br)cc1 | 4.4%
C/C(=C\C(=O)c1ccc(Cl)cc1)NCc1ccc2c(c1)OCO2 | -6.1%
CC(=O)c1cnc(Nc2nc(C)c3cccc(C)c3n2)nc1C | -11.0%
CC(C)(C)C(=O)COc1ccc2ccc(=O)oc2c1 | 6.6%
Cc1nc(NCc2ccco2)c(C#N)c2c1COC(C)(C)C2 | -7.2%
CCOC(=O)N1CCC(NS(=O)(=O)c2ccc3c(c2)C(C)(C)C(=O)N3C)CC1 | -9.9%

Next part
SMILES | mouse EphA4 binding
CC1CCN(C(=O)C2c3ccccc3C(=O)N3CCc4ccccc4C23)CC1 (stereo not given) | -1.9%
Cn1cnnc1SCc1ccc(C#N)cc1Cl | 19.2%
O=C(NCCC1=CCCCC1)c1ccc2c(c1)N(Cc1ccccc1)C(=O)CS2 | 7.7%
CCn1nnnc1-c1ccc(OC)c(S(=O)(=O)Nc2ccc(Br)cc2)c1 | -4.5%
O=C(O)c1c(-c2ccccc2)oc2ccc(OCc3ccccc3F)cc12 | -8.7%
COc1ccc(C(C)=O)cc1COC(=O)Cc1n[nH]c(=O)c2ccccc12 | -12.4%
CC(=O)c1c(C)oc2ccc(N(C(C)=O)S(=O)(=O)c3ccc(Cl)c([N+](=O)[O-])c3)cc12 | 3.8%

Compound activity: PubChem BioAssay, Sanford-Burnham Center for Chemical Genomics

A portion of the library; rates above refer to the full screens.
